From PubChem
KCNQ2 block – KCNQ2 potassium channel inhibitors, primary screen, cell-based, CHO-K1, FluxOR thallium flux, B-score (AID 2156); Potassium voltage-gated channel subfamily KQT member 2 (Rattus norvegicus), O88943; 20 min; hits give low values; B-score at 10 µM; 310,000 compounds, 1.1% hits;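 active means fluorescence ratio B-score at most minus 3 library SDs, with starting brightness B-score within 2 library SDs, cut at about -5.5 in these data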
STK33 inh – inhibitors of purified STK33 kinase, primary screen, biochemical, ADP-Glo luminescence, homogeneous, cell-free; 320,000 compounds, 0.073% hits; AID 2661, 2010; inhibition, % at 10 µM; MBP phosphorylation;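 active means inhibition at or above 25%, using the most active replicate where run in duplicate; inactive means inhibition below 25%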
Target sequence (Q9BYT3 whole entry, looked up): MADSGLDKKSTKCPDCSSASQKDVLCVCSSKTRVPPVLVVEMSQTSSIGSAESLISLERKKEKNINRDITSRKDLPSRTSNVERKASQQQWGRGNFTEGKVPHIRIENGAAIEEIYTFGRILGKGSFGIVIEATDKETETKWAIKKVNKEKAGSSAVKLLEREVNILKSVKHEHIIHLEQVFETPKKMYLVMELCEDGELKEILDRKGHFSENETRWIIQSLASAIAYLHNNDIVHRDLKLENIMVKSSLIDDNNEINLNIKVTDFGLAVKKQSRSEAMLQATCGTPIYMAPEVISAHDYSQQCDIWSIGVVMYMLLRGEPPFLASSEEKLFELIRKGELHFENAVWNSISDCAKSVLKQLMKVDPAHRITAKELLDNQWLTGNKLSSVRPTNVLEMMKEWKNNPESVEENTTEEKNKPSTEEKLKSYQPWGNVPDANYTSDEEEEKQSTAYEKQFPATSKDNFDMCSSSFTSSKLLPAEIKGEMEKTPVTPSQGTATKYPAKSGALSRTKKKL
OX1R antag – antagonists of human orexin 1 receptor (OX1R). 330,000 compounds, 1.8% hits. AID 485270, 2010. inhibition, % at 6.6 µM. OX1R-expressing cells, FRET antagonist read-out; in the data active means inhibition mostly above about 38%, no sharp cut-off; inactive means mostly below about 40%;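 further: 0% = agonist challenge alone and 100% = reference antagonist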
Target sequence (O43613 whole entry, looked up): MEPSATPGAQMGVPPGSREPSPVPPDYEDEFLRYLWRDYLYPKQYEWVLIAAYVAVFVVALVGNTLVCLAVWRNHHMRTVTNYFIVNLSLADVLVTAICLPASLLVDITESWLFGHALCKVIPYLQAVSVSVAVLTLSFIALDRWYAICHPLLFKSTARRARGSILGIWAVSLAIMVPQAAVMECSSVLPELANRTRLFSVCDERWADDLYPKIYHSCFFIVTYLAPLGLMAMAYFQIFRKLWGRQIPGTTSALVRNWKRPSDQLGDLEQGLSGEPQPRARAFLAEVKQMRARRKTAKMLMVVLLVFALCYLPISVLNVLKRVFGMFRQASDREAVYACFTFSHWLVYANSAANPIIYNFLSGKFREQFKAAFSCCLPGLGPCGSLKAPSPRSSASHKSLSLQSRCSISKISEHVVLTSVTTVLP
An asterisk follows results filed as active; i = inactive; / = no result given.

item | KCNQ2 block | STK33 inh | OX1R antag | mol
1 | i | 0.6 | 3 | Cc1nc2nc(-c3ccco3)[nH]n2c(=O)c1C
2 | i | 0.0 | 20 | COc1ccc(NC(=S)NCCSc2ccc(Cl)cc2)c(OC)c1
3 | i | -1.8 | / | Cc1cccc(NC(=O)NNC(=O)c2ccc3ccccc3c2O)c1
4 | i | -0.7 | 20 | CCn1c2ccccc2c2nnc(SCC(=O)NC(CC(C)C)C(=O)OC)nc21 (stereo not given)
5 | i | 0.4 | 25 | CCOc1ccccc1NC(=O)c1ccc2c(=O)n3c(nc2c1)CCCCC3
6 | i | -0.4 | 5 | Cc1cc(C)nc(NC(=O)c2c(-c3ccccc3Cl)noc2C)c1
7 | i | -1.4 | 15 | CC/C(=N/Nc1ccccc1Cl)c1cnnc(-c2ccccc2)n1
8 | i | -0.2 | 20 | O=C(c1ccc(-c2cccc(C(F)(F)F)c2)o1)N1CCCC(C(F)(F)F)C1 (stereo not given)

(more compounds)
item | KCNQ2 block | STK33 inh | OX1R antag | mol
9 | i | 1.1 | 24 | COc1cccc2sc3ccc(NCCC4CCCN4C)cc3c(=O)c12 (stereo not given)
10 | i | -1.1 | 25 | CCc1nn(CC(=O)NCCCN(CC)Cc2ccccc2)c(=O)c2cc3sccc3n12
11 | i | -1.1 | 16 | O=C1c2ccccc2NC(c2cccc(F)c2)N1Cc1ccco1 (stereo not given)
12 | i | -0.7 | 12 | CCC(=O)Nc1ccc(C(=O)NNC(=O)C(c2ccccc2)c2ccccc2)cc1
13 | i | 0.0 | 15 | NC(=O)CC(NC(=O)c1ccccc1)c1ccc(NCCc2ccc(F)cc2)c([N+](=O)[O-])c1 (stereo not given)
14 | i | -1.9 | 9 | O=C(Cc1ccccc1)N1CCCC(c2nc(-c3cccs3)no2)C1 (stereo not given)
15 | i | -0.5 | 25 | Cc1ccc(C(C(=O)NC(C)(C)C)N(CC2CCCO2)C(=O)c2csnn2)cc1 (stereo not given)
16 | i | -1.1 | 25 | S=C(Nc1ccccc1)Nc1cc(Cl)ccc1Oc1ccccc1

Further records follow.
item | KCNQ2 block | STK33 inh | OX1R antag | mol
17 | i | 0.1 | -8 | CCC(C)NC(=O)Cn1nc(C(F)(F)F)c2c1CCC2 (stereo not given)
18 | i | -0.7 | 0 | CC1CCCC(C)N1C(=O)C1CCCCC1 (stereo not given)
19 | i | -1.0 | 27 | C=C(Cl)COC(=O)[C@H]1C2C=CC(C2)C1C(=O)O (stereo not given in full)
20 | i | 0.2 | 83* | Cc1nn(C)c(C)c1N=Cc1c(O)ccc2ccccc12
21 | i | -0.3 | 3 | O=C(c1ccc(F)cc1)N(Cc1cccs1)C1CCS(=O)(=O)C1 (stereo not given)
22 | i | -0.4 | -7 | CC(C)c1ccc(/C=N/n2c(COc3ccccc3)n[nH]c2=S)cc1
23 | i | 1.2 | 18 | O=C(Nc1cccnc1Cl)C1c2ccccc2Oc2ccccc21
24 | i | -2.2 | 1 | CN(C)C(=O)CSc1n[nH]c(=O)[nH]c1=O

Next records follow.
item | KCNQ2 block | STK33 inh | OX1R antag | mol
25 | i | -1.3 | 10 | Cc1ccc(N=C2CCCCCN2C)c(C#N)c1
26 | i | 0.1 | 24 | O=C(CN1CCCCCC1)Nc1ccccc1OC(F)F
27 | i | -1.5 | 3 | O=C(c1ccc(Br)cc1)c1cn[nH]c1-c1ccccc1O
28 | i | 0.2 | 7 | CCC(Sc1nncn1C)C(=O)Nc1cc(C)on1 (stereo not given)
29 | i | 1.2 | 2 | COc1ccc(OCC(=O)NC(=S)N2CCCc3ccccc32)cc1
30 | i | -0.4 | 5 | O=C(NCC(=O)N(Cc1cccs1)C(C(=O)NC1CCCCC1)c1cccnc1)c1ccco1 (stereo not given)
31 | i | -0.4 | 12 | CCOC(=O)c1c(N)nn(C(=O)CC)c1-c1ccccc1
32 | i | -0.5 | 6 | CCCOC(=O)C1C2C=CC3(CN(c4cccc(Cl)c4)C(=O)C13)O2 (stereo not given)

Following part.
item | KCNQ2 block | STK33 inh | OX1R antag | mol
33 | i | 16 | 10 | CCOC(=O)C(NC(=O)Nc1ccc(F)cc1)(OCC)C(F)(F)F (stereo not given)
34 | i | 1.4 | 23 | COc1ccc(C(=O)Nc2cc(OC)c(Cl)cc2OC)cc1
35 | -9.7* | -0.1 | 27 | O=C(NCC(c1ccco1)N1CCc2ccccc2C1)c1ccc(Br)cc1 (stereo not given)
36 | i | -1.8 | 14 | CCc1nnc(NC(=O)CSc2nc3cc4c(cc3cc2CC)OCCO4)s1
37 | i | -0.9 | 7 | COC(=O)Nc1ncc(CN2CCc3ccccc3C2)s1
38 | i | 0.0 | 3 | COc1ccc(NC(=O)CSc2nc3c([nH]c4ccccc43)c(=O)n2C)c(OC)c1
39 | i | -0.6 | 37 | COCCN(C(=O)COC(=O)CCc1nc2ccccc2s1)c1c(N)n(Cc2ccccc2)c(=O)[nH]c1=O
40 | / | -0.4 | 9 | O=C1C=C(c2ccc3ncccc3c2)C[C@@H](c2ccc(F)cc2)C1

(listing goes on)
item | KCNQ2 block | STK33 inh | OX1R antag | mol
41 | i | 0.0 | 5 | C/C(=N\NC(=O)c1ccc(NS(=O)(=O)c2cccs2)cc1)c1ccc(Cl)cc1
42 | / | -2.6 | 8 | CCc1nnc(NC(=O)c2cccc(S(=O)(=O)N3CCN(C(C)=O)CC3)c2)s1
43 | i | -0.1 | 24 | COCCn1c(SCC(=O)Nc2nnc(C)s2)nnc1-c1cc2ccccc2cc1O
44 | i | -0.6 | -2 | Cn1c(=O)[nH]c(=O)c2c1nc(CN1CCOCC1)n2CCCc1ccccc1
45 | i | -1.2 | 32 | O=C(O)CCC(=O)Nc1ccc(N2CCCCCC2)cc1
46 | i | -0.3 | 13 | COC(=O)c1ccccc1N1CCS(=O)(=O)CC1
47 | i | 0.0 | / | Cc1cc(C)cc(NC(=O)Nn2cnnc2)c1
48 | i | 2.0 | 23 | CC12CCC(=O)N1C(C(=O)NCCN1C(=O)S/C(=C\c3ccc(OC(F)F)cc3)C1=O)CS2 (stereo not given)

Further structures.
item | KCNQ2 block | STK33 inh | OX1R antag | mol
49 | i | -0.5 | 20 | O=C1COc2ccc(C(=O)CSc3nnc(NCc4ccccc4)s3)cc2N1
50 | i | -0.9 | 7 | O=C(O)CCc1nc2cc3ccccc3cc2[nH]1
51 | i | -0.5 | 17 | N#CCCN(C(=O)COC(=O)c1ccc(S(=O)(=O)N2CCCCCC2)cc1)c1ccccc1
52 | i | -2.8 | 28 | CC(C)c1ccccc1OCCNC(=O)c1cccnc1
53 | / | -1.8 | 1 | COCCn1c(=S)[nH]c2cc(C(=O)NC(C)C)ccc2c1=O
54 | / | 0.4 | 9 | O=C(CSc1nnnn1C1CC1)N1CCN(c2ccccc2F)CC1
55 | i | 1.1 | 4 | CCCC(C(=O)NCC1CCCO1)N(Cc1ccccc1)C(=O)CNS(=O)(=O)c1ccccc1 (stereo not given)
56 | i | 0.4 | 41 | CN(c1ccccc1)S(=O)(=O)c1ccc(Cl)c(C(=O)NCCc2c[nH]c3ccccc23)c1

More entries.
item | KCNQ2 block | STK33 inh | OX1R antag | mol
57 | i | -1.9 | 9 | O=C(OCC(=O)c1ccc[nH]1)c1ccc2ccccc2n1
58 | i | -1.0 | 13 | CC(O)[C@H]1CN=C(N)N1CCCCC1CCCCC1 (stereo not given in full)
59 | i | -1.2 | 6 | O=C(O)[C@H](Cc1ccccc1)NC(=O)N1CCCCCC1
60 | i | -1.9 | 4 | CCCn1c(SCc2nc(-c3cccs3)no2)nnc1-c1ccncc1
61 | i | 0.2 | 25 | CCOc1ccc(CC(=O)Nc2c3c(nn2C(C)(C)C)CS(=O)(=O)C3)cc1
62 | i | -0.4 | 2 | CC(=O)Nc1nc(=O)c2ccccc2s1
63 | i | 4.9 | 23 | CCC(=O)Nc1c(S(=O)(=O)c2ccccc2)c2nc3ccccc3nc2n1C(C)c1ccccc1 (stereo not given)
64 | i | 0.0 | -6 | O=C(CCc1ccccc1)NC(=S)Nc1cccc(Br)c1

Further entries:
item | KCNQ2 block | STK33 inh | OX1R antag | mol
65 | / | 5.5 | 5 | O=C(NCC1COc2ccccc2O1)c1cccc(S(=O)(=O)N2CCOCC2)c1 (stereo not given)
66 | i | -0.8 | 10 | CCCc1[nH]nc2c1C(c1cccnc1)C(C#N)=C(N)O2 (stereo not given)
67 | i | 1.2 | 19 | Cc1ccc(OCC(=O)Nc2ccc(O)c(-c3nc4ccccc4o3)c2)cc1
68 | i | -1.0 | 1 | CC(C)CCN1NC2(CCCC(C)C2)NC1=S (stereo not given)
69 | i | -0.6 | 3 | O=C(CNC(=O)OCc1ccccc1)NC1CCCCCC1
70 | i | -0.5 | 39 | CC(C)Cn1c(-c2ccc(Cl)cc2)cnc1SCC(=O)N1CCOCC1
71 | i | -4.4 | 9 | CS(=O)(=O)N(CC(=O)N1CCc2ccccc2C1)c1cccc(Br)c1
72 | i | -1.4 | 5 | CS(=O)(=O)N1CCC(C(=O)Nc2cc(Cl)c(Cl)cc2Cl)CC1

Additional records follow:
item | KCNQ2 block | STK33 inh | OX1R antag | mol
73 | i | 2.9 | 5 | Cc1cc(=O)[nH]c2c(C)cc(S(=O)(=O)Nc3ccc(O)cc3)cc12
74 | / | -1.4 | 11 | CC1O[C@@H](OC2C(O)C(C)O[C@H](OC(=O)[C@]34CCC(C)(C)C[C@H]3C3=CCC5[C@@]6(C)CC(O)C(O[C@@H]7OC(CO)C(O)[C@@H](O)[C@@H]7O)[C@@](C)(C(=O)O)C6CC[C@@]5(C)[C@]3(CO)CC4)C2O[C@H]2OC(C)[C@@H](O[C@@H]3OCC(O[C@@H]4OC(CO)C(O)[C@H](O)C4O)[C@@H](O)[C@@H]3O)[C@H](O)C2O)C(O)C(O)C1O (stereo not given in full)
75 | i | -1.2 | 14 | CCC(Oc1ccccc1)C(=O)N1CCN(CC)CC1 (stereo not given)
76 | i | -0.1 | 9 | Nc1nc(C2CC2)c(Sc2sc(N)nc2C2CC2)s1
77 | i | -2.0 | -6 | Cc1ccc(-n2c(=S)[nH]c3nc4c(cc3c2=O)COC(C)(C)C4)cc1
78 | i | -0.3 | 46 | Cc1c(N2C(=O)c3cccc4cccc(c34)C2=O)c(=O)n(-c2ccccc2)n1C
79 | i | 0.1 | 8 | CC(C)c1ccc(OCCCCCN2CCOCC2)cc1
80 | i | -1.2 | 1 | COc1ccc(C2CC(C(F)(F)F)n3ncc(C(=O)O)c3N2)cc1OC (stereo not given)

More structures
item | KCNQ2 block | STK33 inh | OX1R antag | mol
81 | i | -1.3 | 10 | C/C(CC(=O)Nc1ccc(Cl)cc1Cl)=N\NC(N)=S
82 | i | -0.8 | 9 | Cc1nn2cc(-c3ccccc3)nc2[nH]c1=O
83 | i | -0.2 | 1 | COc1ccc(Cn2nnnc2C(c2ccccn2)N2CCN(c3cc(Cl)ccc3C)CC2)cc1 (stereo not given)
84 | i | -1.2 | 17 | Cc1ccc(N2CCN(C(=O)Nc3cccc([N+](=O)[O-])c3)CC2C)cc1 (stereo not given)
85 | i | 1.4 | 25 | COc1cccc(/C(C)=N/NC(=O)c2cc(-c3cccnc3)nc3ccccc23)c1
86 | i | -1.1 | 10 | C=CCCC1(C)C(=O)N(c2ccccc2)c2ccccc21 (stereo not given)
87 | i | 0.6 | 12 | CCCN1CCN(C(=O)Cn2nc(C)n3c(cc4sccc43)c2=O)CC1
88 | / | 0.1 | 12 | N#Cc1ccc(C2=CC(=O)C[C@H](c3ccc4c(c3)OCO4)C2)cc1

The list continues:
item | KCNQ2 block | STK33 inh | OX1R antag | mol
89 | i | 2.2 | 2 | S=C(NCCOCCOCCNC(=S)Nc1ccccc1)Nc1ccccc1
90 | i | -1.9 | 4 | Cc1ccccc1NC(=O)Cn1c(=O)n(-c2ccc(CC(=O)NCC3CCCO3)cc2)c(=O)c2ccccc21 (stereo not given)
91 | i | -0.2 | 14 | Cc1ccc(S(=O)(=O)n2ccnc2)cc1C
92 | i | 0.0 | 10 | CCc1ccccc1NC(=O)CCc1c(C)nn(-c2ccc(N3CCOCC3)nn2)c1C
93 | i | -2.3 | 15 | Cc1ccc(NC(=O)C2COc3ccccc3O2)c(C)c1 (stereo not given)
94 | i | -0.3 | 14 | OCCC1CN(CC2CCCCC2)CCN1CC1CCCCC1 (stereo not given)
95 | i | -0.9 | 15 | COCCN(Cc1cccs1)S(=O)(=O)c1csc(C(N)=O)c1
96 | i | -1.7 | 11 | Cn1c(=O)oc2cc(S(=O)(=O)Nc3cccc([N+](=O)[O-])c3)ccc21

Following part
item | KCNQ2 block | STK33 inh | OX1R antag | mol
97 | i | 0.6 | 86* | COc1cccc(/C=C2/SC(=S)N(CC(=O)NNC(=O)c3ccccc3OC)C2=O)c1
98 | i | 0.1 | 12 | Cc1ccc(S(=O)(=O)N2CCN(C(=O)COC(=O)/C=C/c3ccccc3[N+](=O)[O-])CC2)c(C)c1
99 | i | -1.6 | 6 | CCOC(=O)C1CCN(C(=O)C2CCN(c3nn4c(=O)cc(C)nc4s3)CC2)CC1
100 | i | 2.2 | 0 | O=S(=O)(c1ccc(S(=O)(=O)N2CCCC2)cc1)N1CCCCCC1
101 | i | -0.9 | 2 | COc1cccc(NC(=O)CN(c2ccc3c(c2)OCO3)S(C)(=O)=O)c1
102 | i | 2.9 | 28 | Cc1cc(=O)oc2c(C)c(OCC(=O)N3CCN(C(=O)C4COc5ccccc5O4)CC3)ccc12 (stereo not given)
103 | i | -0.3 | 12 | CCc1ccccc1-n1nnnc1-c1cnccc1C(F)(F)F
104 | i | 0.5 | 21 | CCOc1ccc(C(=O)CN2CCN(S(=O)(=O)c3ccc(Br)cc3)CC2)cc1
105 | i | 1.1 | 17 | C=C(C)CN(CC)C(=O)CCc1nnc(CCc2c[nH]c3ccccc23)o1
106 | / | 0.3 | 2 | CCOC(=O)Cc1cnc(NC(=O)Cn2nnc(-c3ccc(OCC)cc3)n2)s1
